Screening data as filed in PubChem BioAssay.
PLC-gamma1 inh: inhibitors of human phospholipase C gamma1; P19174; purified PLC-gamma1, fluorogenic substrate, fluorescence; inhibition, % at 12.2 µM; actives 0.84% (n = 370,000); AID 720700; in the data active = inhibition above about 9.5%
SIAE inh: inhibitors of human sialic acid acetylesterase SIAE | Q9HAT2 | SIAE FP-Rh probe binding, fluorescence polarization | inhibition, % at 9.66 µM | actives 0.69% (n = 370,000) | AID 1053197;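 active = inhibition above a cutoff: mean of compounds within the control limits plus 3 SD of those, cut at about 17% in these data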;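 note: 0% = plate median of compound wells and 100% = probe without SIAE protein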
PLCb3 inh: PLC-beta3 (human) inhibition, primary screen; Q01970; Purified PLC-beta3, fluorogenic substrate, fluorescence; inhibition, % at 12.2 µM; actives 0.18% (n = 370,000); AID 720704; in the data active = inhibition above about 11%;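 note: 0% = median of compound wells on plate and 100% = full blocker control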
ADAM17 inh: inhibitors of human ADAM17. AID 720648. inhibition, % at 6.95 µM. recombinant ADAM17, EDANS/DABCYL FRET peptide cleavage. actives 0.83% (n = 370,000). P78536;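 active = inhibition above the mean of compounds lying between control limits plus 3 SD, set per campaign, cut at about 8.5% in these data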;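 note: 0% = DMSO-only wells as the low control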
Target sequence (P78536 215-824 limits assumed): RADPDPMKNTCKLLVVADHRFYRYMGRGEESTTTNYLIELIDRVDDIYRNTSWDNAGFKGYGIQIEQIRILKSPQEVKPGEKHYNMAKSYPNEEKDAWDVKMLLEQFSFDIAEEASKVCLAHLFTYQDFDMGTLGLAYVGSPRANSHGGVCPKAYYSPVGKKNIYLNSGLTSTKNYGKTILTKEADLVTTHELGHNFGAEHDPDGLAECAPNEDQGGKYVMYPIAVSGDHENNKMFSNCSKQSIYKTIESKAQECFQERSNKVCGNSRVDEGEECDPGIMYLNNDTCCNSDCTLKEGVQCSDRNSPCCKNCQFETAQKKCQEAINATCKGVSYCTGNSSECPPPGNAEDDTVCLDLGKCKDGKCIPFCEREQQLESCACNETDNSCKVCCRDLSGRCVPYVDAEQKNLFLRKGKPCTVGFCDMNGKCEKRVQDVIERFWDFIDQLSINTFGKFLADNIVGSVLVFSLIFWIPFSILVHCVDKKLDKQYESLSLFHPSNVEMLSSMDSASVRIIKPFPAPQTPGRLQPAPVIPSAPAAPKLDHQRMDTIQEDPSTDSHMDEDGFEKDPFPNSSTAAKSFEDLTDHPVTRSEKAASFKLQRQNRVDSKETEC
DDE Tn6 FP inh: DD(E)-Tn6 binding inhibition, primary FP screen; P02675; actives 0.21% (n = 370,000); Fibrin DD(E) TRITC-Tn6 fluorescence polarization displacement; AID 720509; inhibition, % at 8.3 µM;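 active = inhibition above a per-campaign cutoff: mean of compounds within control limits plus 3 SD, cut at about 15% in these data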;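 note: 0% = median of all compound wells on the plate and 100% = blocking peptide control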
Target sequence (P02675 whole entry, looked up): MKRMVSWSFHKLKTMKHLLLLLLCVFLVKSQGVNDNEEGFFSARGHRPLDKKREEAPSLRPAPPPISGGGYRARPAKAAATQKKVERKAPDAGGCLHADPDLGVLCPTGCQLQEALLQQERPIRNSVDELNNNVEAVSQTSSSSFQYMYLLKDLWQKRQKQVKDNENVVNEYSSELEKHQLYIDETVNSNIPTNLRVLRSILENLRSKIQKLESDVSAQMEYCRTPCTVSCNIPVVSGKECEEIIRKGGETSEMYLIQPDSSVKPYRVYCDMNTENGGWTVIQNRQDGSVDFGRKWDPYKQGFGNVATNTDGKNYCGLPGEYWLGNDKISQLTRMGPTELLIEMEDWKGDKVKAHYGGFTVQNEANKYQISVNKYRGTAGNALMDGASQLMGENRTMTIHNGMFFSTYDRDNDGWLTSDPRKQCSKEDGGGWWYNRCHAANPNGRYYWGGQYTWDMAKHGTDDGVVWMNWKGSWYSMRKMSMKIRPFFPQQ
ADAM10 inh: inhibitors of human ADAM10; recombinant ADAM10, EDANS/DABCYL FRET peptide cleavage, 3 h; actives 0.62% (n = 370,000); AID 720582; inhibition, % at 7 µM; O14672;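 active = inhibition above a per-campaign cutoff equal to the mean of compounds falling between control-based bounds plus 3 SD, cut at about 20% in these data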;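 note: 0% = DMSO wells while the 100% control is not disclosed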
ASAP1 GAP inh: ASAP1 ArfGAP inhibition; ASAP1-stimulated ARF1 GTP hydrolysis, GDP FP detection; inhibition, % at 16.5 µM; actives 0.19% (n = 360,000); in the data active = inhibition above about 25%;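 note: 0% = vehicle with enzyme and substrate and 100% = no enzyme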
ARFGAP1 inhibitor: inhibitors of rat ARFGAP1. Q62848. inhibition, % at 16.5 µM. actives 0.26% (n = 360,000). Arfgap1-stimulated ARF1 GTP hydrolysis, GDP FP detection;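 active = inhibition above a per-plate limit, mean inhibition of low control wells plus 3 SD, cut at about 25% in these data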;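 note: 0% = DMSO wells with enzyme and 100% = wells lacking Arfgap1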
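System: truncated rat Arfgap1 GAP domain / Medium: HEPES-based buffer, pH 7.5 / Also added: N-terminally truncated human ARF1-GTP substrate / Incubation: enzyme reaction 120 min at 25 °C after 20 min preincubation / Measured by: FP of antibody-bound GDP Alexa 633 tracer, ex 620/em 688 nm / Replicates: singlicate, each compound tested once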
TDP2 inh: blocks human TDP2 phosphodiesterase activity | O95551 | recombinant TDP2, T5PNP hydrolysis, p-nitrophenol absorbance 415 nm | inhibition, % at 12.8 µM | actives 0.34% (n = 370,000) | AID 720702;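 active = inhibition above the mean of all tested compounds plus 3 SD, set per campaign, cut at about 25% in these data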;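 note: 0% = DMSO with enzyme and 100% = buffer with substrate but no TDP2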
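Test system: human TDP2 enzyme; Input: 120 nM TDP2 per well; Buffer or medium: Mg2+-containing Tris-HCl buffer, pH 7.5; Reagent: 5 mM T5PNP; Dosing: 12.8 µM single point, 1% DMSO; Incubation: reaction 2 h, 37 °C; Detection: p-Nitrophenol epi absorbance; Read-out: % inhibition relative to enzyme-containing and enzyme-free wells; Replicates: single well per compound.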
DDE Tn7 FP inh: inhibitors of Tn7 peptide binding to human fibrin DD(E) | P02675 | FP displacement of FITC-Tn7 peptide from fibrin DD(E); 0% = median of compound wells per plate | inhibition, % at 8.3 µM | actives 0.13% (n = 370,000);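 active = inhibition above the mean of compounds falling within the control limits plus 3 SD of them, cut at about 14% in these data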;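 note: 0% = plate median of compound wells and 100% = 10 µM Aha-Tn7 peptide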
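Assay system: Fibrin-DD(E) protein isolated from polymerized human fibrin clots; read-out basis: percent inhibition; medium: Tris/NaCl/CaCl2 buffer, pH 7.8; signal: FP measurement; incubation: 10 min plus 3 h, room temperature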
* hit, by the source's call; i = inactive; / = not tested or not shown; & = joins results of further samples.

SMILES	PLC-gamma1 inh	SIAE inh	PLCb3 inh	ADAM17 inh	DDE Tn6 FP inh	ADAM10 inh	ASAP1 GAP inh	ARFGAP1 inhibitor	TDP2 inh	DDE Tn7 FP inh
CCOC(=O)/C(N=Nc1ccc(Cl)cc1)=C(/O)c1ccc([N+](=O)[O-])cc1	4	-9	2	-2	-3	4	0	12	-9	3
CC(CCl)OC(C)CCl (stereo not drawn)	1	-2	-2	-2	2	-7	1	-4	-14	3
CSc1nc(N)n2nccc2n1	0	-4	1	-2	-4	-14	-7	9	3	-1
CCOc1ccc(S(=O)(=O)NCCC(=O)OC(C)C(=O)N2CCc3ccccc32)cc1 (stereo not drawn)	3	-2	-1	2	-15	7	0	5	-9	0
CCN(CC)c1cc(Cl)c2nonc2c1N	-6	2	-11	-2	0	-9	3	2	33*	0
Cc1nnc(NC(=O)c2ccc(S(=O)(=O)N(C)c3ccccc3)cc2)s1	-5	8	-7	3	-1	2	2	-3	-3	-1
COc1ccc(NS(=O)(=O)c2cccc(C(=O)N/N=C(\C)c3cccnc3)c2)cc1	-2	-16	-5	-1	8	5	4	2	4	-1
CC1=C(C(=O)N2CCOCC2)CC(CC(=O)NCc2cccc3ccccc23)C(=O)N1Cc1ccc(F)cc1 (stereo not drawn)	3	6	-1	-4	0	1	4	-1	4	-5
COC(=O)c1ccc(CC2(C)C(=O)Nc3ccc(OC(F)(F)F)cc32)o1 (stereo not drawn)	2	-5	2	-4	-5	-5	-7	2	1	-4
COc1cccc(NC(=O)CN(C)C(=O)CCCNC(=O)c2ccc(Cl)cc2)c1	2	3	-3	-2	3	-4	-2	-4	8	3
COc1ccc(NS(=O)(=O)c2cccc(Cl)c2)cc1S(=O)(=O)N1CCCCC1	2	2	5	0	-4	4	-6	7	-4	0
O=C(CSc1ncc(-c2ccccc2)n1C1CCCC1)N1CCc2ccccc21	-3	-1	0	0	1	3	-10	4	4	9
Cc1ccc(Sc2ncccc2COC(=O)Nc2c(C)cccc2C)cc1	7	-4	5	7	-6	16	0	0	4	0
CCc1nc(CNC(=O)C2CCC(=O)N(Cc3ccccc3F)C2)no1 (stereo not drawn)	0	1	-6	-2	6	-2	-15	-14	-10	11
COCCNC(=O)c1cc(OC)c(OC)cc1[N+](=O)[O-]	4	0	0	2	-6	-7	8	-1	-4	-4
CC(C)(C)S(=O)(=O)N1C[C@@H]2CC/C=C\C/C(c3ccccc3)=C\2[C@H]1CCO	4	1	6	5	2	4	-3	-2	-14	7
Cc1c(NS(=O)(=O)c2cc(C(=O)NCC3CCCO3)cc(Cl)c2Cl)c(=O)n(-c2ccccc2)n1C (stereo not drawn)	3	8	-3	-2	-2	-7	-25	-15	6	5
C=CCn1c(Cc2c[nH]c3ccccc23)n[nH]c1=S	1	6	3	-2	4	-1	15	4	8	0
O=C(O)C(=Cc1ccc([N+](=O)[O-])cc1)CCc1ccccc1	0	6	-2	-1	0	-12	-11	-3	8	2
CCOC(=O)N1CCC(NC(=O)CN2C(=O)COc3ccc(C(C)(C)C)cc32)CC1	3	-5	2	-2	-4	4	15	-12	-9	-11
COc1ccc(C(=O)C(c2ccccc2)N2CCOCC2)cc1 (stereo not drawn)	2	3	3	2	4	-6	11	12	-3	-7
Nc1nnc(SCc2ccc3c(c2)OCO3)s1	4	1	2	-2	6	6	-7	3	-2	-3
CC1CC2(CCCC2)N(C(=O)N(C)C)c2ccc(F)cc21 (stereo not drawn)	1	1	-2	0	14	-1	0	-12	-5	-2
CCOc1cc(/C=C/C(=O)OCC(=O)NCC2CCCO2)cc(Cl)c1OC (stereo not drawn)	-17	-2	-21	-9	0	-60	4	3	2	-8
Cc1cc(C)n2nc[n+](C)c2n1	5	-6	6	4	4	8	-2	-13	-13	-4

Remaining list, next part.
SMILES	PLC-gamma1 inh	SIAE inh	PLCb3 inh	ADAM17 inh	DDE Tn6 FP inh	ADAM10 inh	ASAP1 GAP inh	ARFGAP1 inhibitor	TDP2 inh	DDE Tn7 FP inh
Cc1c(NS(=O)(=O)c2ccc(N3CCCCC3)c([N+](=O)[O-])c2)c(=O)n(-c2ccccc2)n1C	4	10	2	1	-2	6	3	3	-3	-1
Cc1oc(-c2ccccc2Cl)nc1CS(=O)CC(=O)NCc1ccco1 (stereo not drawn)	-2	2	-4	-3	3	-1	-9	7	-1	7
C=CCC1(CC=C)CCCN1C(=O)CC1C(=O)NCCN1Cc1cc(OC)cc(OC)c1 (stereo not drawn)	-3	0	-9	-3	2	-7	-2	-6	2	3
COc1ccc(N2CCN(C(=O)C(=O)c3cc(OC)c4ccccc4c3)CC2)cc1	-11	1	-13	-4	-2	-11	-5	-6	-1	-2
COC(=O)C1=C(C)NC(C)=C(C(=O)OC)C1C(=O)OC(C)C(=O)c1ccccc1 (stereo not drawn)	-22&-15	4&1	-31&-32	-10&-9	-2&1	-48&-29	2&1	5&-12	3&-1	12&-1
CCOC(=O)c1sc(C)c2c1NC(C)(c1cccs1)NC2=O (stereo not drawn)	-318	-5	-433	-122	0	-370	4	-3	-5	3
CCN(CC)S(=O)(=O)c1cccc(-c2nnc(SCC(=O)NC)n2CCc2ccccc2)c1	0	-3	2	-1	0	-3	5	10	5	-13
O=C(NCc1ccccn1)C1CCCN(S(=O)(=O)c2cccc3nsnc23)C1 (stereo not drawn)	0	7	-2	-3	-11	7	6	-1	4	2
O=[N+]([O-])c1ccc(N2CCN(c3ccc(O)cc3)CC2)c(Cl)c1	6	14	0	3	-13	10	-8	-1	-2	-4
CCOc1ccc(CNc2nnnn2C)cc1	0	-2	-4	-1	1	1	5	4	2	0
O=C(NCCn1cc(SCC(=O)N2CCOCC2)c2ccccc21)c1ccccc1	2	-1	4	1	1	0	4	1	8	-4
COc1cccc(-c2c(-c3cc(OC)cc(OC)c3)n(C)c3ccc(-c4cccc5[nH]ccc45)cc23)c1	-111	1	-138	-36	6	-216	11	-2	6	3
COc1ccc(C(=O)OCC(=O)NC2CC2)cc1	-2	-7	3	-2	1	-8	-7	0	-2	-1
O=C(c1ccccc1Br)N1CCn2c1nc1ccccc12	0	-3	3	-3	1	-2	4	15	2	-9
COc1ccc(-c2nc3ccccc3nc2-c2ccc(OC)cc2)cc1	-472	-2	i	-85	9	-202	3	4	5	4
O=C1c2cccc([N+](=O)[O-])c2C(=O)N1CCO	7	-9	-5	-1	-6	-8	10	-1	-5	-4
Cc1ccc(C(=O)N2CCCC(Nc3cccc(F)c3)C2)cc1N1CCNC1=O (stereo not drawn)	1	4	-7	-1	-5	-8	-11	-2	4	-2
Cc1nc(C(C)N(C)Cc2c(C(=O)N3CCCCC3)nc3c(C)cccn23)c(C)s1 (stereo not drawn)	-2	-5	0	-5	-5	1	11	19	-4	2
O=C1CCC(C(=O)N2CCOCC2)CN1Cc1cccc(C(F)(F)F)c1 (stereo not drawn)	9	-5	4	3	4	4	1	1	-4	8
COc1ccccc1NC(=O)CN1C(=O)CCS(=O)(=O)c2ccccc21	0	0	2	-5	0	-2	-3	-8	1	-4
c1ccc(COc2ccc(OCCCN3CCCC3)cc2)cc1	4	3	3	1	4	-3	-2	9	-1	-4
CC1=C(C(=O)Nc2ccc(C(=O)N3CCN(c4ccccc4F)CC3)cc2)SCCO1	-9	2	-8	1	3	2	-7	-9	-11	3
Cc1ccc2c(c1)N(C(=O)CCC(=O)NC1CCC(C)CC1)CCO2 (stereo not drawn)	0	-3	1	0	-8	-14	-14	1	-2	7
O=C(N/N=C/c1c(Cl)cccc1Cl)c1ccccc1F	1	0	1	1	12	6	1	1	-2	-5
O=C(NCC(=O)N(c1ccccc1)C(C(=O)NC1CCCC1)c1ccncc1)c1ccco1 (stereo not drawn)	1	1	7	-2	2	7	-3	0	4	-4

Rewritten with bars between the fields: part of the list above.
SMILES | PLC-gamma1 inh | SIAE inh | PLCb3 inh | ADAM17 inh | DDE Tn6 FP inh | ADAM10 inh | ASAP1 GAP inh | ARFGAP1 inhibitor | TDP2 inh | DDE Tn7 FP inh
COc1ccc(N2CCN(C(=O)C(=O)c3cc(OC)c4ccccc4c3)CC2)cc1 | -11 | 1 | -13 | -4 | -2 | -11 | -5 | -6 | -1 | -2
COC(=O)C1=C(C)NC(C)=C(C(=O)OC)C1C(=O)OC(C)C(=O)c1ccccc1 (stereo not drawn) | -22&-15 | 4&1 | -31&-32 | -10&-9 | -2&1 | -48&-29 | 2&1 | 5&-12 | 3&-1 | 12&-1
CCOC(=O)c1sc(C)c2c1NC(C)(c1cccs1)NC2=O (stereo not drawn) | -318 | -5 | -433 | -122 | 0 | -370 | 4 | -3 | -5 | 3
CCN(CC)S(=O)(=O)c1cccc(-c2nnc(SCC(=O)NC)n2CCc2ccccc2)c1 | 0 | -3 | 2 | -1 | 0 | -3 | 5 | 10 | 5 | -13
O=C(NCc1ccccn1)C1CCCN(S(=O)(=O)c2cccc3nsnc23)C1 (stereo not drawn) | 0 | 7 | -2 | -3 | -11 | 7 | 6 | -1 | 4 | 2
O=[N+]([O-])c1ccc(N2CCN(c3ccc(O)cc3)CC2)c(Cl)c1 | 6 | 14 | 0 | 3 | -13 | 10 | -8 | -1 | -2 | -4

Other results
SMILES	PLC-gamma1 inh	SIAE inh	PLCb3 inh	ADAM17 inh	DDE Tn6 FP inh	ADAM10 inh	ASAP1 GAP inh	ARFGAP1 inhibitor	TDP2 inh	DDE Tn7 FP inh
CCN(CC)C(=O)CC[C@H]1CC[C@]2(CCCN(S(C)(=O)=O)C2)O1	0	2	-3	-1	-2	0	/	/	8	-12
O=C(COC(=O)c1ccco1)Nc1cccc(Br)c1	1	-3	1	-3	0	1	-3	-4	5	-3
CCOc1ccc(N2CC(C(=O)NCc3ccccc3)CC2=O)cc1 (stereo not drawn)	1	-5	-6	-3	2	3	-4	13	-6	-5
CN(C)c1ccc(N=C/C=C2\N(C)c3ccccc3C2(C)C)cc1	-3	-4	-7	1	3	-4	11	-12	3	-5
COc1ccc(Cl)cc1-c1n[nH]c(=S)o1	-71	10	-94	-8	6	-29	8	1	2	-2
CCCOC(=O)NC(CC)COC(=O)Nc1cc(C)ccc1C (stereo not drawn)	0	-3	2	-2	7	-3	-22	2	3	2
COc1ccc(CNC(=O)C(c2ccc(C)o2)N(Cc2cccs2)C(=O)Cc2cccs2)cc1 (stereo not drawn)	3	-1	0	3	-2	8	3	10	-7	4
CCCC1CC(C(=O)NC(C(C)Cl)C2OC(SC)C(O)C(O)C2O)N(C)C1 (stereo not drawn)	4	10	-3	-5	3	-7	21	1	0	-5
O=C1c2oc3ccccc3c(=O)c2C(c2cccs2)N1CCCN1CCOCC1 (stereo not drawn)	-47	-4	-60	-17	1	-46	5	-6	7	-1
O=C(COC(=O)CCC(=O)c1ccc(F)cc1)Nc1ccc2[nH]c(=O)[nH]c2c1	-3	3	-1	-2	-1	8	-11	6	-8	-1

Compounds as they come; about 3.6% have a hit in one of these screens.
